Screening data deposited in PubChem by several laboratories.
IDE cell inh: human IDE inhibitors in live cells, primary screen, fluorescence polarization, HEK cells, FAbetaB substrate | Insulin-degrading enzyme (Homo sapiens), P14735 | FAbetaB cleavage | inhibition, % at 5.59 µM | actives 0.41% (n = 320,000);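 active means percent inhibition above the average of all tested compounds plus 3 SD, set per screening campaign, cut at about 16% in these data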;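 further: IDE supplied by intact live HEK cells; FP after avidin binding of uncleaved biotin substrate so inhibition keeps polarization high; 0% = DMSO wells and 100% = 60 µM reference IDE inhibitor Ii1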
CRFR2-BP antag: antagonists of CRF-BP/CRF-R2 complex, primary screen, cell-based, HEK293, calcium dye fluorescence, uHTS; CRF-induced calcium fluorescence; inhibition, % at 11.8 µM; actives 0.59% (n = 350,000);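 active means inhibition of the ligand-induced calcium signal above about 50% at the single tested concentration, limit read from the data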
IMP-1 inh: IMP-1 metallo-beta-lactamase inhibitors, primary screen, biochemical, epi-absorbance readout, Pseudomonas aeruginosa enzyme | metallo-beta-lactamase IMP-1 (Pseudomonas aeruginosa) | purified IMP-1, nitrocefin hydrolysis, epi-absorbance fluorescence | actives 0.45% (n = 290,000) | inhibition, % at 5.6 µM;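 active means inhibition above the mean plus 3 SD of all compounds in the same screening run, cut at about 4.5% in these data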;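 further: 0% = IMP-1 with DMSO and 100% = DMSO wells lacking enzyme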
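Material – recombinant IMP-1 enzyme, purified · Amount – IMP-1 0.2 nM before substrate addition · Medium – HEPES buffer pH 7.1 with ZnSO4 and Brij 35 · Timing – 25 °C, 15 min preincubation, 25 min reaction · Measured by – plate fluorescence quenching by hydrolysis product, ex 480/em 530 nm · Read-out – percent enzyme inhibition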
VIM-2 inhibitor: VIM-2 metallo-beta-lactamase inhibitors, primary screen, biochemical, epi-absorbance readout, Pseudomonas aeruginosa enzyme. purified VIM-2, nitrocefin hydrolysis, epi-absorbance fluorescence. inhibition, % at 5.6 µM. actives 0.89% (n = 290,000). AID 1527, 2009;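 active means inhibition above the mean of all tested compounds plus 3 SD, cutoff set per screening run, cut at about 7.5% in these data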;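 further: red hydrolysis product quenches plate fluorescence so inhibitors raise well fluorescence; 0% = enzyme with DMSO and 100% = DMSO without enzyme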
HCV NS3 hel inh: inhibitors of HCV NS3 helicase, primary screen, biochemical, Cy5 molecular beacon fluorescence; NS3 helicase DNA unwinding; Hepatitis C virus NS3 helicase; inhibition, % at 10.9 µM; actives 0.56% (n = 290,000);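 active means inhibition above the mean of all tested compounds plus 3 SD, set per campaign, cut at about 35% in these data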;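 further: 0% = DMSO wells and 100% = thioflavine S control wells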
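Control set: DMSO versus 110 µM thioflavine S; Material: NS3 helicase fragment of HCV; Measured by: Cy5 fluorescence at 0 and 60 min, beacon hairpin quenching; Read-out basis: percent inhibition from t60/t0 fluorescence ratio; Times: reaction time 60 min, 25 °C; Repeats: single replicate; Compound dosing: single dose, 10.9 µM nominal final, DMSO 0.8% final.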
UBC9 SUMO inh: inhibitors of in vitro SUMOylation cascade, primary screen, biochemical, HTRF, uHTS | inhibition, % at 35 µM | SUMO-conjugating enzyme UBC9 (Homo sapiens), P63279 | actives 0.36% (n = 290,000) | HTRF SUMOylation assay, SAE1/SAE2 + UBC9 | AID 2006, 2009; in the data active means inhibition above about 50%, passing the limit was not always enough; further: strong numbers were not always called active
Target sequence (P63279 whole entry, looked up): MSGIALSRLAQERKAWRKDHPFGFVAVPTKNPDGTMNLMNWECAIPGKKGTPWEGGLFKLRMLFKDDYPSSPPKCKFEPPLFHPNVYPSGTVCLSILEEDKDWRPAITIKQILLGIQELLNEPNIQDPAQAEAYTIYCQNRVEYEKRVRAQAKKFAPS
GalR3 antag: GalR3 antagonists in HEK293 cells, primary screen, cell-based, fluorescence readout. Galanin receptor type 3 (Homo sapiens), O60755. HEK293 GalR3-CNG cAMP membrane potential fluorescence; galR3 body fused to GalR1 C-terminus. inhibition, % at 3 µM. actives 0.44% (n = 360,000);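 active means inhibition above the screen-wide average plus 3 SD, cut at about 13% in these data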;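 further: forskolin and galanin both at EC90 stimulate the cells; cAMP rise reported by CNG channel membrane potential dye signal; 0% = forskolin plus galanin with DMSO and 100% = forskolin alone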
Target sequence (O60755 1-299 limits assumed): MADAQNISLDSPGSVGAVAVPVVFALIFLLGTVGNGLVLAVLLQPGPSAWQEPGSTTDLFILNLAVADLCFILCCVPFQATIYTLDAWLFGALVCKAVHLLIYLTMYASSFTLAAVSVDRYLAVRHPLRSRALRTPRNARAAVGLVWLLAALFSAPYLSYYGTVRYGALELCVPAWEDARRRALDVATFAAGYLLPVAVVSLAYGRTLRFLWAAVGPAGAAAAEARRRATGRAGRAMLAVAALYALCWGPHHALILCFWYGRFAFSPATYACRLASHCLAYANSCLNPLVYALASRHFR
p-CIP stab down: p/CIP-EGFP fusion destabilizers, primary screen, fluorescence, F442A cells; 16 h; actives 0.01% (n = 290,000); Q05BA5; decrease of EGFP signal, % at 10 µM;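 active means EGFP signal decrease of at least 30% at 10 µM or well 3 SD below plate mean, unless failing retest; inactive means the rest, including hits failing retest or dose response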; further: some compounds called inactive have numbers as strong as hits; many of its hits are not listed in these tables
IDE cell activ: human IDE activators in live cells, primary screen, fluorescence polarization, HEK cells, FAbeta-B substrate. Insulin-degrading enzyme (Homo sapiens), P14735. FAbeta-B cleavage; 0% vehicle, 100% cell-free pure enzyme wells. activation, % at 5.96 µM. actives 0.073% (n = 340,000);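 active means activation above the mean of all tested compounds plus 3 SD, set per screening campaign, cut at about 17% in these data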
Starred values were filed as active, the others as inactive; . = no result given; & = joins results of further samples. Compounds were not picked by outcome; any-hit rate near 3.2%.

SMILES | IDE cell inh | CRFR2-BP antag | IMP-1 inh | VIM-2 inhibitor | HCV NS3 hel inh | UBC9 SUMO inh | GalR3 antag | p-CIP stab down | IDE cell activ
O=C(O)CC(c1cccc(O)c1)N1Cc2ccccc2C1=O (stereo not drawn) | 5 | -1 | -2.2 | 1.8 | 2 | 11 | -7 | -7 | 2
CS(=O)(=O)NN1C(=O)c2ccccc2NC1c1cc2ccccc2nc1Cl (stereo not drawn) | 1 | 12 | -0.8 | -4.5 | 11 | 9 | -2 | -14 | -3
CCC1CCCCN1CCCNC(=O)CNC(=O)Cn1ccc2ccccc2c1=O (stereo not drawn) | -3 | 0 | -2.7 | -0.6 | -6 | 12 | -2 | -11 | 2
Cn1c(CNC(=O)C(Cc2ccccc2)NC(=O)c2cccc(F)c2)cc(=O)n(C)c1=O (stereo not drawn) | -2 | 6 | 0.4 | 0.7 | 1 | -11 | -5 | -5 | 6
CCOc1cc(C2C(C(=O)N3CCOCC3)=C(C)NC3=C2C(=O)CCC3)ccc1O (stereo not drawn) | -3 | 11 | -3.5 | -2.0 | 6 | 12 | -2 | -8 | -2
CCC(CC)NC(=O)CSc1nnc(-c2c[nH]c3ccccc23)o1 | 0 | -2 | -3.5 | -2.4 | 4 | 14 | 1 | 0 | -1
COc1ccc(C2=Nc3ccc(Br)cc3C(c3ccccc3)N2CC(=O)NN)cc1 (stereo not drawn) | 0 | 13 | -2.7 | -0.9 | -52 | -6 | 1 | -11 | -4
Cc1c(N2C(=O)/C(=C\c3cccc4ccccc34)SC2=S)c(=O)n(-c2ccccc2)n1C | -1 | -22 | -3.0 | 62* | 7 | -16 | 4 | -4 | 2
Cc1ccc(C(=O)OCc2nnc(-c3ccccc3)o2)s1 | -3 | 27 | . | . | . | . | -4 | . | 0
COc1ccc(CN(C)CC(O)COC(c2ccccc2)c2ccccc2)c(OC)c1OC (stereo not drawn) | 1 | 0 | -1.6 | -2.1 | -63 | -2 | -10 | -3 | 1
Cc1ccc(N2C(N)=C(C#N)C(c3cccnc3)C3=C2CC(C)(C)CC3=O)cc1 (stereo not drawn) | 2 | 13 | 1.4 | -1.8 | -4 | 13 | 5 | -28 | -7
CN1C(=S)NC(C)(C)CC1(C)c1ccc(O)cc1O (stereo not drawn) | 5 | -9 | -2.8 | 8.3* | -11 | -1 | -11 | 1 | 4
Cc1cc(N2CCN(C)CC2)nc2ccc(NC(=O)CCC(=O)NCCC3=CCCCC3)cc12 | 2 | -6 | -0.9 | -1.2 | -42 | . | -4 | . | 5
c1ccc2[nH]c(SCc3cscn3)nc2c1 | 7 | 11 | -3.7 | -1.0 | -3 | -7 | -4 | -3 | -2
CC(C)CCNC(=O)NC(=O)COC(=O)/C=C/c1cccc([N+](=O)[O-])c1 | 1 | -4 | -3.1 | -3.1 | 1 | 26 | 0 | 4 | 0
O=C(CSc1nnc(-c2ccncc2)n1-c1ccccc1Cl)Nc1ccc(C(=O)O)cc1 | 5 | 24 | -0.9 | -1.8 | 1 | -11 | -5 | 3 | 1
CC1(C)C(=O)Nc2ccccc2N1C(=O)CN1C(=O)C(=O)N(C2CCCC2)C1=O | -3 | -4 | -2.0 | -2.3 | -3 | 10 | 2 | 10 | -2
CCSc1ncc(Cl)c(C(=O)Nc2ccc(S(N)(=O)=O)cc2)n1 | -2 | 2 | 0.4 | 8.6* | 13 | -5 | -10 | -14 | -4
CCC(C)(C(=O)NC1CCCCC1)N(Cc1ccco1)C(=O)CC1NC(=O)NC1=O (stereo not drawn) | 0 | 15 | -1.6 | -5.0 | 3 | -8 | -4 | 6 | 0
O=C(COc1ccccc1)Nc1ccccc1C(=O)NC1CC1 | -3 | 2 | . | . | . | . | -3 | . | -1
CN=C(Nc1ccccc1)SC1CC(=O)N(c2ccc(C(=O)OC)cc2)C1=O (stereo not drawn) | -3 | -16 | -3.1 | -3.6 | -3 | -12 | -1 | 0 | -2
O=C(Nc1ccccc1)c1cc2c(=O)c3ccccc3oc2nc1C(F)(F)F | 4 | -5 | -0.7 | -0.2 | 1 | 23 | -6 | -4 | 3
Cc1ccc(C(=O)N(CC(=O)NC2CCCC2)c2ccccc2C)s1 | 4 | 8 | -3.6 | -2.1 | 1 | 0 | -4 | 7 | 2
O=C1/C(=C\c2cc(Br)cc(Br)c2O)SC(=S)N1Cc1ccccc1 | 4 | 64* | 4.2 | -8.8 | 57* | 59* | . | -33 | -6
OC(CNCc1ccccc1C(F)(F)F)C(F)(F)F (stereo not drawn) | -7 | 12 | 0.5 | 2.2 | 23 | 17 | -4 | -2 | -4
Next section
SMILES | IDE cell inh | CRFR2-BP antag | IMP-1 inh | VIM-2 inhibitor | HCV NS3 hel inh | UBC9 SUMO inh | GalR3 antag | p-CIP stab down | IDE cell activ
CCN(CC)S(=O)(=O)c1cccc(-c2nnc(SC(C)C(N)=O)n2CCc2ccccc2)c1 (stereo not drawn) | -3 | 2 | -1.7 | -2.5 | -2 | -6 | -1 | -20 | 5
COc1ccccc1N1CCN(C(=O)c2nn(C)c3c2CS(=O)(=O)c2ccccc2-3)CC1 | -3 | 6 | -0.6 | -0.8 | -1 | . | 0 | -2 | 0
COc1cc(NC(=O)c2cnc(N)s2)cc(C(=O)Nc2cccc(C(F)(F)F)c2)c1 | 14 | -13&-5 | . | . | . | . | -5&0 | -4 | .
Cc1noc(C)c1NC(=O)Nc1ccc2c(c1)CC(=O)N([C@H](C)CO)C[C@@H](C)[C@H](CN(C)CC1CCCCC1)O2 | 2 | -2 | . | . | . | . | -3 | . | 6
Cc1c(NC(=S)NC(=O)c2sc3ccccc3c2Cl)cccc1C(=O)O | -3 | 23 | -1.0 | -1.5 | 16 | 10 | -1 | 10 | 5
Cc1ccccc1CCNC(=O)c1cc(C2CC2)nc2c1cnn2C(C)C | -2 | -8 | . | . | . | . | -5 | . | 2
Cc1cc(C)n(-c2nc(NCC(C)O)c3c4c(sc3n2)COC(C)(C)C4)n1 (stereo not drawn) | 1 | 4 | 1.4 | -1.0 | -2 | 2 | 2 | 3 | 0
N#Cc1ccccc1NC(=S)NC(=O)c1cccs1 | -3 | -1 | -0.8 | -0.9 | -3 | 7 | -1 | 0 | -6
O=C1C(Cc2ccccc2)Nc2ncnc(N3CCCCC3)c2N1Cc1ccc(Br)cc1 (stereo not drawn) | 3 | -4 | . | . | . | . | -5&1 | . | 5
O=C(CCc1nc2ccccc2s1)N1CCN(S(=O)(=O)c2cccs2)CC1 | 5 | -10 | -2.8 | 0.9 | -1 | -16 | -3 | 0 | -2
CCOC(NC(=O)c1ccccc1)C(NC(=O)c1ccccc1)OCC (stereo not drawn) | 3 | -8 | -2.1 | -0.8 | 2 | 15 | -2 | 0 | 2
CNC(=O)Cn1c(C)cc(=O)c2cccc(OC)c21 | 1 | -7 | -0.5 | -0.8 | 0 | 27 | 1 | -13 | .
CC1CCCC(NC(=O)COC(=O)COc2cccc(F)c2)C1C (stereo not drawn) | 1 | -5 | . | . | . | . | 0 | . | -4
CCOC(=O)N1CCC(N(C(=O)Nc2ccc(CC)cc2)C(C)CC)CC1 (stereo not drawn) | 3 | -14 | -0.5 | -3.5 | 10 | -3 | -9 | 0 | 1
CCC(=O)Nc1ccc2c(c1)ncn2C | -6 | -1 | -4.1 | -1.2 | 2 | 0 | -6 | -10 | 3
O=C(Nc1ccccc1-c1ccccc1)c1cccs1 | -1 | -11 | -3.9 | -2.5 | -13 | -2 | -4 | 8 | -2
COc1ccccc1NC(=O)C1CCCN1C(=O)NCc1ccccc1 (stereo not drawn) | 0 | -26 | -1.5 | -0.9 | -3 | -16 | 1 | -1 | 9
O=C(O)C1CC=CCC1C(=O)Nc1ccccc1Cl (stereo not drawn) | 5 | 7 | -1.4 | -0.7 | 5 | 8 | 8 | -1 | 5
CC(=O)c1ccc(Cc2cnc(N)s2)cc1 | 3 | -19 | -4.0 | -1.9 | -3 | 0 | 3 | 10 | 2
Cc1cc(OCC(=O)N2CCN(c3ccc(F)cc3)CC2)c2c(C)cc(=O)oc2c1 | -1 | -8 | -0.2 | -1.4 | -1 | 2 | -7 | -2 | 0
CCOc1cc(/C=C/C(=O)OCC(=O)NC2CCS(=O)(=O)C2)ccc1OCc1ccccc1 (stereo not drawn) | -2 | 12 | 2.0 | -0.1 | -9 | -6 | -5 | 0 | 3
CCCCSc1nnc(-c2ccc(C)cc2)o1 | 0 | -21 | -2.1 | -2.7 | 2 | 2 | -4 | -2 | 1
CCCCn1c(SCC(=O)NC2CCS(=O)(=O)C2)nnc1-c1ccc(OC)cc1 (stereo not drawn) | 5 | -8 | . | . | . | . | -1 | . | 1
Cc1ccc(NC(=S)NNC(=O)c2nn(C)c(C)c2Cl)cc1 | 4 | -3 | -1.3 | -6.5 | 0 | -75 | -5 | -18 | -2
COC(=O)C(N)Cc1ccc(Cl)cc1 (stereo not drawn) | 9 | -14 | . | . | . | . | -3 | . | 6
CCN(c1ccccc1)S(=O)(=O)c1nnc(NC(=O)CC(C)C)s1 | 4 | 6 | -6.0 | -3.9 | 8 | 16 | -10 | -18 | 3
COc1ccc2c(CC(=O)NCc3ccc4c(c3)OCO4)coc2c1 | 9 | 15 | -3.8 | -2.7 | 6 | 2 | 1 | -1 | 5
CCOC(=O)c1c(C)nc(SCC(N)=O)c(C#N)c1-c1ccccc1 | 8 | 3 | 0.5 | 1.9 | -11 | -9 | -6 | -4 | 7

A run of entries from the list above:
SMILES | IDE cell inh | CRFR2-BP antag | IMP-1 inh | VIM-2 inhibitor | HCV NS3 hel inh | UBC9 SUMO inh | GalR3 antag | p-CIP stab down | IDE cell activ
O=C(O)C1CC=CCC1C(=O)Nc1ccccc1Cl (stereo not drawn) | 5 | 7 | -1.4 | -0.7 | 5 | 8 | 8 | -1 | 5
CC(=O)c1ccc(Cc2cnc(N)s2)cc1 | 3 | -19 | -4.0 | -1.9 | -3 | 0 | 3 | 10 | 2
Cc1cc(OCC(=O)N2CCN(c3ccc(F)cc3)CC2)c2c(C)cc(=O)oc2c1 | -1 | -8 | -0.2 | -1.4 | -1 | 2 | -7 | -2 | 0
CCOc1cc(/C=C/C(=O)OCC(=O)NC2CCS(=O)(=O)C2)ccc1OCc1ccccc1 (stereo not drawn) | -2 | 12 | 2.0 | -0.1 | -9 | -6 | -5 | 0 | 3
CCCCSc1nnc(-c2ccc(C)cc2)o1 | 0 | -21 | -2.1 | -2.7 | 2 | 2 | -4 | -2 | 1
